# High-throughput results deposited in PubChem by Broad Institute.
# IDH1 mut inh – inhibitors of IDH1 R132H reductase, primary screen, biochemical, plate reader, single point; Isocitrate dehydrogenase [NADP] cytoplasmic (Homo sapiens), O75874; diaphorase/resazurin fluorescence, 60 min; inhibition, % at 10 µM; 70,000 compounds, 0.18% hits; AID 624101, 2012; in the data active = inhibition above about 34%;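 note: 0% = DMSO and 100% = no enzyme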
# Target sequence (O75874 whole entry R132H): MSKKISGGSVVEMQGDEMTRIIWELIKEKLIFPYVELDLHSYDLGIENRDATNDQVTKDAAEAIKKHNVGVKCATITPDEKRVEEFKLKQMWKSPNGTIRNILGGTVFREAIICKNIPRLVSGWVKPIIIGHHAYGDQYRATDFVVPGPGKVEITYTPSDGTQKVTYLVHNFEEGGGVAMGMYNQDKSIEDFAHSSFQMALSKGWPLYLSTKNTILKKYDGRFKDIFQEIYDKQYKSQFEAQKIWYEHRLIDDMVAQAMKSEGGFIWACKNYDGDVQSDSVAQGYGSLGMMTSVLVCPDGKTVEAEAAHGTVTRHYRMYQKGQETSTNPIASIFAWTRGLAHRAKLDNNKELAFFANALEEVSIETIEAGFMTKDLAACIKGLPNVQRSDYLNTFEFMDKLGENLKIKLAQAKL
# PRC2 inh – EZH2/PRC2 methyltransferase inhibitors, primary screen, biochemical, DELFIA time-resolved fluorescence, single point; Histone-lysine N-methyltransferase EZH2 (Homo sapiens), Q15910; PRC2 H3K27 methylation, DELFIA TRF, 1 h; inhibition, % at 12.5 µM; 57,000 compounds, 0.35% hits;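 active = mean inhibition of replicates at least 50% and every single replicate also reaching 50%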;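 note: dimethyl H3K27 on biotinylated H3 21-44 peptide detected by antibody; plate controls were median neutral control wells for no effect and median positive control wells for full effect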
# Numbers without * were called inactive; · = no result given. The list is partial; the hit share may differ from the screen's.
SMILES	IDH1 mut inh	PRC2 inh
COc1cccc(C(=O)Nc2ccc3c(c2)C(=O)N(C)C[C@@H](OC)[C@@H](C)CN(CCc2ccccc2)[C@H](C)CO3)c1	-0.3	-4
C[C@H](CO)N1C[C@H](C)[C@@H](CN(C)C(=O)C2CCC2)Oc2ncc(-c3ccc(F)cc3)cc2C1=O	-0.5	5
C[C@@H]1CN([C@H](C)CO)C(=O)c2cc(-c3ccncc3)cnc2O[C@H]1CN(C)C(=O)c1ccccc1F	-3.3	·
COc1ccc(NC(=O)N(C)C[C@@H]2OCCCC[C@H](C)Oc3ccc(NC(=O)NC(C)C)cc3C(=O)N([C@@H](C)CO)C[C@@H]2C)cc1	0.9	·
CO[C@H]1CN(C)C(=O)c2cc(NC(=O)c3cc(C)on3)ccc2OC[C@H](C)NC[C@H]1C	-0.1	-7
Cc1ccc(S(=O)(=O)N(C)C[C@@H]2Oc3ccc(NC(=O)CCCCCC(=O)Nc4ccccc4N)cc3CC(=O)N([C@H](C)CO)C[C@@H]2C)cc1	0.2	20
CN(C)CCC(C)(O)Cc1ccccc1 (centres undefined)	-0.1	-10
O=C(C[C@H]1C[C@@H]2c3cc(NC(=O)C4CCOCC4)ccc3O[C@@H]2[C@@H](CO)O1)NCc1ccccc1	0.2	4
COC(=O)c1ccc(/C=N/NC(=O)c2ccc(C(=O)NO)cc2)cc1	0.1	12
C[C@@H]1CN([C@H](C)CO)C(=O)Cc2cc(NC(=O)Cn3cnnn3)ccc2O[C@H]1CN(C)C(=O)Nc1ccc2c(c1)OCO2	0.3	·
Cn1c(=O)c2c(ncn2CC(=O)Nc2ccncc2)n(C)c1=O	-0.3	2
CCC(=O)Nc1ccc2c(c1)OC[C@H](C)N(C(=O)CC)C[C@@H](C)[C@H](OC)CN(C)C2=O	0.0	8
C[C@H](CO)N1C[C@H](C)[C@@H](CN(C)CC2CCCC2)Oc2ncc(-c3ccc(F)cc3)cc2C1=O	0.2	-7
CO[C@H]1CN(C)C(=O)c2cc(NC(=O)C3CCOCC3)ccc2OC[C@@H](C)N(C(C)=O)C[C@@H]1C	0.6	3
C[C@H](CO)N1C[C@H](C)[C@H](CN(C)C(=O)Nc2cccc(F)c2)Oc2ncc(C3=CCCCC3)cc2C1=O	-0.7	·
COc1ccc(S(=O)(=O)N(CC(=O)O)C2CCCCC2)cc1Cl	-0.5	0
CNC[C@H]1Oc2ccc(NC(=O)C3CC3)cc2CC(=O)N([C@@H](C)CO)C[C@@H]1C	3.0	-4
COc1ccc(S(=O)(=O)Nc2ccc3c(c2)C(=O)N([C@H](C)CO)C[C@@H](C)[C@H](CN(C)S(=O)(=O)c2cn(C)cn2)O3)cc1	0.8	·
C[C@@H]1CN([C@H](C)CO)C(=O)c2cc(NC(=O)Cn3cnnn3)ccc2O[C@@H]1CN(C)C(=O)NC1CCCCC1	0.0	·
C[C@H]1CN([C@@H](C)CO)S(=O)(=O)c2ccc(-c3cccc(C#N)c3)cc2O[C@H]1CN(C)Cc1ccccn1	-0.2	·
CC1(C)[C@H]2CC=C(/C=N\NC(=O)CCCCCCC(=O)Nc3ccccc3O)[C@@H]1C2	0.0	-9
COc1cc(/C=C/C(=O)CC(=O)/C=C/c2ccc(O)c(OC)c2)ccc1O	-0.3	10
CO[C@@H]1CN(C)C(=O)c2cc(NC(=O)c3ccccc3F)ccc2OC[C@@H](C)N(CC2CCOCC2)C[C@@H]1C	-0.1	3
C[C@@H]1CN([C@H](C)CO)C(=O)c2cccc(NC(=O)Nc3cccc4ccccc34)c2O[C@@H]1CN(C)C(=O)Nc1ccc(F)cc1	-5.2	-30
O=C(CCCCC(=O)N/N=C/c1ccc(-c2cccc(Cl)c2)o1)NO	·	-1

SMILES	IDH1 mut inh	PRC2 inh
C[C@@H]1CN([C@H](C)CO)C(=O)CCCn2cc(nn2)CO[C@H]1CN(C)Cc1cccc2c1OCCCO2	0.4	12
Oc1c(C(Nc2ccccn2)c2cccc(OC3CCCC3)c2)ccc2cccnc12 (centres undefined)	1.1	·
CCCN1C[C@@H](C)[C@@H](OC)CN(C)C(=O)c2cc(NC(=O)c3cccc(F)c3)ccc2OC[C@H]1C	0.1	2
C[C@H]1CN([C@@H](C)CO)C(=O)c2cccc(NC(=O)CCCCCC(=O)Nc3ccccc3N)c2O[C@H]1CN(C)Cc1ccc(-c2ccccc2)cc1	-0.5	-15
COc1ccc(C)cc1NC(=O)CN(c1ccc(F)cc1)S(C)(=O)=O	0.0	6
O=C(C[C@@H]1CC[C@@H](NC(=O)Nc2ccc(F)cc2)[C@@H](CO)O1)NCc1cccc(F)c1	-0.1	11
O=C(C[C@@H]1C[C@@H]2c3cc(NC(=O)C4CCOCC4)ccc3O[C@@H]2[C@H](CO)O1)NC1CCCC1	-0.1	-7
O=C(CSc1nc2sc3c(c2c(=O)n1C1CCCCC1)CCCC3)Nc1ccccc1	3.1	·
C/C=C/c1cnc2c(c1)C(=O)N([C@@H](C)CO)C[C@H](C)[C@H](CN(C)C(=O)c1cccc(F)c1)O2	-2.0	0
C[C@H](CO)N1C[C@H](C)[C@H](CN(C)S(=O)(=O)c2ccccc2)Oc2ccc(NC(=O)C3CCCCC3)cc2CC1=O	1.9	·
COc1ccc(S(=O)(=O)Nc2ccc3c(c2)CC(=O)N([C@H](C)CO)C[C@H](C)[C@H](CN(C)C(=O)NC(C)C)O3)cc1	1.3	·
C[C@@H]1CN([C@@H](C)CO)C(=O)c2cc(NS(=O)(=O)c3ccccc3)ccc2O[C@@H](C)CCCCO[C@H]1CN(C)C(=O)Nc1ccc(C(F)(F)F)cc1	1.5	·
CCCC(=O)Nc1ccc2c(c1)C(=O)N(C)C[C@H](OC)[C@@H](C)CN(C(=O)CC)[C@@H](C)CO2	0.1	6
Cc1noc(C)c1NC(=O)N(C)C[C@@H]1Oc2c(NC(=O)Nc3ccc(F)cc3)cccc2C(=O)N([C@H](C)CO)C[C@H]1C	-1.4	·
C[C@@H]1CN([C@H](C)CO)C(=O)c2cc(C#CC3CC3)cnc2O[C@@H]1CN(C)Cc1ccccn1	-1.0	2
CO[C@@H]1CN(C)C(=O)c2ccc(NC(=O)c3ccccc3)cc2OC[C@H](C)NC[C@H]1C	-0.1	11
CN(C)CCCNC(=O)C[C@H]1C=C[C@@H](NC(=O)Cc2cccnc2)[C@H](CO)O1	0.3	13
C[C@H]1CN([C@@H](C)CO)C(=O)c2cccc(NC(=O)CCCCCC(=O)Nc3ccccc3N)c2O[C@@H]1CN(C)Cc1ccncc1	-0.6	-10
C[C@H](CO)N1C[C@H](C)[C@H](CN(C)Cc2ccc3c(c2)OCO3)Oc2ccc(NC(=O)c3ccncc3)cc2CC1=O	·	-4
CCOc1ccccc1Nc1nc(N)nc(CN2CCCCC2C)n1 (centres undefined)	0.6	-3
O=C(CSc1nnc(-c2ccccc2O)n1-c1ccccc1)Nc1ccc(Cl)c(C(=O)O)c1	0.1	-3
C[C@@H]1CN([C@@H](C)CO)C(=O)c2cc(NC(=O)CCC(F)(F)F)ccc2O[C@@H]1CN(C)Cc1ccccc1	·	1
O=C(Nc1cccc(Cl)c1)N[C@@H]1CC[C@H](CCNC(=O)C2CCCC2)O[C@@H]1CO	0.0	-8
COc1cccc(-c2cnc3c(c2)C(=O)N([C@@H](C)CO)C[C@H](C)[C@H](CN(C)C(=O)CC2CC2)O3)c1	0.0	-16
CC(C)C#Cc1ccc2c(c1)O[C@@H](CN(C)C(=O)c1ccccn1)[C@@H](C)CN([C@H](C)CO)S2(=O)=O	-0.1	-12

# 2 entries from above, with two lines to a compound.
# Fields: IDH1 mut inh, PRC2 inh
- CCOc1ccccc1Nc1nc(N)nc(CN2CCCCC2C)n1 (centres undefined)
  0.6, -3
- Oc1c(C(Nc2ccccn2)c2cccc(OC3CCCC3)c2)ccc2cccnc12 (centres undefined)
  1.1, ·

# Further results:
SMILES	IDH1 mut inh	PRC2 inh
C[C@H]1CCCCO[C@@H](CN(C)Cc2ccc3c(c2)OCO3)[C@@H](C)CN([C@@H](C)CO)C(=O)c2cc(NC(=O)c3ccccc3)ccc2O1	-1.7	·
CO[C@@H]1CN(C)C(=O)c2cc(NS(C)(=O)=O)ccc2OC[C@H](C)N(C(=O)C2CC2)C[C@@H]1C	-0.1	4
O=C(C[C@H]1CC[C@@H](NC(=O)C2CCC2)[C@H](CO)O1)NCc1ccncc1	0.2	-7
COCc1cn(CC[C@@H]2CC[C@@H](NC(=O)Nc3ccc(Cl)cc3)[C@@H](CO)O2)nn1	0.0	0
C[C@@H]1CN([C@H](C)CO)C(=O)c2cccc(NC(=O)C3CCOCC3)c2O[C@@H]1CN(C)C(=O)Nc1ccc2c(c1)OCO2	-2.9	-5
CC(C)NC(=O)N(C)C[C@H]1Oc2cc(C#Cc3ccc(F)cc3)ccc2S(=O)(=O)N([C@@H](C)CO)C[C@@H]1C	7.3	-13
CC(C)NC(=O)NCC[C@H]1CC[C@@H](NS(=O)(=O)c2ccc(-c3ccccc3)cc2)[C@H](CO)O1	0.0	-14
CO[C@H]1CN(C)C(=O)c2ccc(NC(=O)C3CCCC3)cc2OC[C@@H](C)N(CC2CC2)C[C@@H]1C	0.1	-2
COc1ccc(C#Cc2ccc3c(c2)[C@]2(C(=O)N3)[C@H](C(=O)N3CCN(c4ncccn4)CC3)[C@H]3C(=O)O[C@H](c4ccccc4)[C@H](c4ccccc4)N3[C@@H]2c2ccc(OCCO)cc2)cc1	·	-22
CO[C@@H]1CN(C)C(=O)c2cc(NC(=O)c3ccccc3)ccc2OC[C@H](C)N(C(=O)C2CC2)C[C@@H]1C	0.1	1
CCCNC(=O)Nc1ccc2c(c1)C(=O)N(C)C[C@@H](OC)[C@H](C)CN(Cc1ccc(-c3ccccn3)cc1)[C@H](C)CO2	0.0	-12
COC(=O)CCCCCCC(=O)N/N=C/c1ccc([N+](=O)[O-])s1	·	-5
C[C@H]1CCCCO[C@H](CN(C)Cc2ccc3c(c2)OCO3)[C@@H](C)CN([C@@H](C)CO)C(=O)c2cc(NS(=O)(=O)c3cccs3)ccc2O1	-11	·
COc1ccc(-c2ccc3c(c2)O[C@H](CN(C)CC2CCOCC2)[C@@H](C)CN([C@@H](C)CO)S3(=O)=O)cc1	-4.5	-5
C[C@@H]1CN([C@@H](C)CO)C(=O)Cc2cc(NC(=O)Nc3ccc(F)cc3)ccc2O[C@H]1CN(C)Cc1ccc(Cl)c(Cl)c1	0.7	·
CCC(Sc1ccccn1)C(=O)Nc1cccc([N+](=O)[O-])c1 (centres undefined)	0.1	8
COc1ccc(NC(=O)Nc2ccc3c(c2)C(=O)N([C@H](C)CO)C[C@H](C)[C@H](CN(C)Cc2ccc(C(=O)Nc4ccccc4N)cc2)OCCCC[C@@H](C)O3)cc1	0.1	-27
CCC(=O)Nc1ccc2c(c1)C(=O)N(C)C[C@@H](OC)[C@H](C)CN(CC1CCCCC1)[C@@H](C)CO2	-0.4	-16
CCCNC(=O)Nc1ccc2c(c1)C(=O)N(C)C[C@H](OC)[C@@H](C)CN(Cc1ccccn1)[C@H](C)CO2	·	-21
CC(NS(=O)(=O)c1ccccc1)C(=O)Nc1ccc(Cl)c(C(F)(F)F)c1 (centres undefined)	0.4	9
CC(=O)c1ccc(NC(=O)CNS(=O)(=O)c2cccc(Cl)c2)cc1	0.3	6
O=C(Nc1ccccc1)N[C@@H]1CC[C@H](CCNS(=O)(=O)c2cccc(F)c2)O[C@@H]1CO	-0.1	-10
C[C@H](CO)N1C[C@H](C)[C@H](CN(C)S(=O)(=O)c2cn(C)cn2)Oc2c(NS(=O)(=O)c3cn(C)cn3)cccc2C1=O	-2.7	·
C[C@H]1CN([C@@H](C)CO)C(=O)Cc2cc(NC(=O)Cc3cn(C)c4ccccc34)ccc2O[C@@H]1CN(C)C	-17	·
CC(C)c1ccc2c(c1)CCC1[C@](C)(C(=O)O)CCC[C@]21C (some centres undefined)	0.2	-3

# Structures listed so far with a CF3 group:
SMILES	IDH1 mut inh	PRC2 inh
C[C@@H]1CN([C@@H](C)CO)C(=O)c2cc(NS(=O)(=O)c3ccccc3)ccc2O[C@@H](C)CCCCO[C@H]1CN(C)C(=O)Nc1ccc(C(F)(F)F)cc1	1.5	·
C[C@@H]1CN([C@@H](C)CO)C(=O)c2cc(NC(=O)CCC(F)(F)F)ccc2O[C@@H]1CN(C)Cc1ccccc1	·	1
CC(NS(=O)(=O)c1ccccc1)C(=O)Nc1ccc(Cl)c(C(F)(F)F)c1 (centres undefined)	0.4	9

# Carrying on.
SMILES	IDH1 mut inh	PRC2 inh
C[C@H]1CN([C@@H](C)CO)C(=O)Cc2cc(NC(=O)CCCCCC(=O)Nc3ccccc3N)ccc2O[C@@H]1CN(C)C(=O)Nc1ccc(F)cc1	·	31
C[C@@H]1CN([C@@H](C)CO)S(=O)(=O)c2ccc(Br)cc2O[C@H]1CN(C)Cc1cncnc1	-0.3	-2
C[C@@H]1CN([C@@H](C)CO)C(=O)Cc2cc(NC(=O)C3CCCCC3)ccc2O[C@H]1CN(C)S(=O)(=O)c1cccs1	1.7	·
CCCC(=O)Nc1ccc2c(c1)C(=O)N(C)C[C@@H](OC)[C@@H](C)CN(Cc1ccncc1)[C@H](C)CO2	0.0	6
C[C@H](CO)N1C[C@H](C)[C@H](CN(C)C(=O)C2CCC2)Oc2ncc(C#CC(C)(C)O)cc2C1=O	·	1

# Copied from the list.
# PRC2 inh result of CCCNC(=O)Nc1ccc2c(c1)C(=O)N(C)C[C@H](OC)[C@@H](C)CN(Cc1ccccn1)[C@H](C)CO2 : -21
# IDH1 mut inh result of CO[C@H]1CN(C)C(=O)c2ccc(NC(=O)C3CCCC3)cc2OC[C@@H](C)N(CC2CC2)C[C@@H]1C : 0.1
# PRC2 inh result of COc1ccc(C)cc1NC(=O)CN(c1ccc(F)cc1)S(C)(=O)=O : 6
# IDH1 mut inh result of C[C@H]1CN([C@@H](C)CO)S(=O)(=O)c2ccc(-c3cccc(C#N)c3)cc2O[C@H]1CN(C)Cc1ccccn1 : -0.2
